Bioassay records from PubChem.
MBNL1-CUG inh: MBNL1-poly(CUG) RNA binding inhibition. Potency, µM (top dose mostly 57.5 µM), inactives show at the highest dose activity change, negative = inhibition, usual class: inhibitors. 280,000 tested, 0.036% active. TR-FRET MBNL1-His/biotin-(CUG)12 binding, 665/545 ratio; active means well fitted inhibition curve with a large enough effect in the signal ratio, with a control signal flat, not every such curve was filed as active; inconclusive means small, poorly fitted or top-dose-only effect, or effect the other way, or a change in a side signal; inactive means no such curve, though single readings can be large or run the other way; the % refers to the signal ratio; further: on the % scale 0 is the no-effect control and ±100 the full control effect
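TR-FRET readout: Ex 340 nm, 665/545 nm emission ratio, normalized to buffer-only (basal) and MBNL1-(CUG)12 controls. Complex of MBNL1-His with Biotin-(CUG)12, compounds 92 nM–58 uM, incubated 60 min at room temperature.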
Rab9 prom act: activates the Rab9 promoter. 320,000 tested, 2.8% active. Potency, µM (doses to about 9.22 µM), without a hit: at the top dose activation, negative = inhibition, hits mostly activators. Huh7 Rab9 promoter-luciferase reporter, luminescence, 24 h. AID 485297; further: % of control where 0% means no effect; nearly all actives have a fitted effect of over 60% in size
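Steps: seed 1500 Huh7 Rab9-luc cells per well, rest 2 h at 37 °C; add compound in DMSO; incubate 24 h; add luciferase reagent, 10 min ambient; read luminescence.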
ELG1 genotox: genotoxicity induction in ELG1-luciferase HEK293T cells | HEK293T ELG1-luciferase reporter, luminescence, 16 h | Potency, µM (series often up to 46 µM), without a hit: top-dose activity change, positive = activation, most hits filed as activators | 330,000 tested, 1.3% active | AID 504466; further: % of control where 0% means no effect; nearly all actives have a fitted effect of over 60% in size
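HEK293T cells expressing luciferase-tagged ELG1 were exposed to compound or DMSO vehicle for 16 hr at 37 °C and 5% CO2. Luciferase activity was then measured with ONE-Glo after 30 min at room temperature.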
VP16 counter: counter-screen for ROR gamma inhibitors: Gal4-VP16 reporter | Drosophila S2 Gal4-VP16 UAS-luciferase, luminescence, 20 h | AID 2546 | 310,000 tested, 3.5% active | Potency, µM (top dose mostly 53.6 µM), without a hit: top-dose activity, negative = inhibition, usual class: inhibitors;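 further: Gal4-VP16 expression switched on by copper sulfate through the metallothionein promoter; on the % scale 0 is the no-effect control and ±100 the full control effect; nearly all actives have a fitted effect of over 50% in size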
BRCA1 expr act: BRCA1 expression activation | Potency, µM (top dose mostly 46.1 µM), for inactives: at the highest dose activation, most hits filed as activators | MCF7-BRCA1-FFLuc reporter, luminescence, 48 h; response scale: scaled: vehicle 0%, 10 µM genistein 100% | AID 624202 | 380,000 tested, 1.1% active; further: nearly all actives have a fitted effect of over 80% in size; some results filed as inactive show a strong effect at the top dose
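First, MCF7-BRCA1-FFLuc cells (2000/well) attach for 2 h; next, compounds are pin-added and incubated 48 h at 37 °C; finally, luciferase reagent is added and luminescence read after 15 min.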
FLuc counter: firefly luciferase modulation, counter-screen for miR-21 project | purified FLuc, Km substrates, luminescence inhibition | Potency, µM (top dose mostly 57.5 µM), without a hit: at the top dose activity change, negative = inhibition, hits mostly inhibitors | 360,000 tested, 6.9% active | P08659;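 further: plate controls were vehicle for no effect and reference inhibitor for full effect; nearly all actives have a fitted effect of over 55% in size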
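Biochemical qHTS of compounds, final roughly 60 µM downward over six points, against 10 nM purified firefly luciferase using Km concentrations of substrates (10 uM D-luciferin, 10 uM ATP) in Tris acetate pH 7.5 buffer; luminescence output.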
RORgamma inh: ROR gamma (mouse) transcription inhibition | P51450 | Drosophila S2 Gal4-RORgamma UAS-luciferase reporter, 20 h | Potency, µM (doses to about 53.6 µM), without a hit: top-dose activity change, negative = inhibition, actives largely listed as inhibitors | 310,000 tested, 5.4% active | AID 2551; further: on the % scale 0 is the no-effect control and ±100 the full control effect; nearly all actives have a fitted effect of over 60% in size
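Compounds are pin-transferred onto Drosophila Schneider cells expressing a copper-inducible Gal4–ROR gamma transactivation domain fusion. After 1 hr, copper sulfate is added to 700 uM final; luciferase is read 20 hr later.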
p53 reactivator: mutant p53 re-activation in reporter cells. H1299 p53-A138V BP100-luciferase reporter, luminescence, 24 h. Potency, µM (highest dose often 92.2 µM), for inactives: at the top dose activity change, positive = activation, usual class: activators. 320,000 tested, 0.063% active; further: % of control where 0% means no effect; nearly all actives have a fitted effect of over 45% in size
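H1299 (p53-null), stable ts p53-A138V + BP100-Luc; 1000 cells/well, Opti-MEM/10% FBS; cpd 4 pt, 1:5; 24 h, 37 deg C, 5% CO2; detection reagent 10 min RT; luminescence.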
MLL CXXC-DNA inh: blocks binding of human MLL CXXC domain to DNA. Q03164. MLL-CXXC / FITC-HOXA9 DNA fluorescence polarization. Potency, µM (highest dose often 115 µM), without a hit: at the top dose activity change, negative = inhibition, most hits filed as inhibitors. 290,000 tested, 0.037% active. AID 2662; active means well fitted inhibition curve with a large enough effect in the polarisation, with a control signal flat, not every such curve was filed as active; inconclusive means small, poorly fitted or top-dose-only effect, or effect the other way, or a change in a side signal; inactive means no such curve, though single readings can be large or run the other way; the % refers to the polarisation
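Fluorescence polarization: 7 uM MLL-CXXC (stock) preincubated 5 min with compounds, then 50 nM fluorescein-HOX-A9 DNA (stock) added; 30 min ambient. Buffer 50 mM Tris-HCl pH 7.5, 50 mM NaCl, 1 mM DTT, 0.05% BSA.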
uPA surface inh: blocks generation of uPA at the cell surface. 330,000 tested, 0.31% active. cell surface uPA generation assay, qHTS. Potency, µM (highest dose often 38.3 µM), inactives show at the highest dose activity change, negative = inhibition, actives largely listed as inhibitors; active means well fitted inhibition curve with a large enough effect; inconclusive means small, poorly fitted or top-dose-only effect; inactive means no such curve, though single readings can be large or run the other way; tested in mouse RAW 264.7 cells; further: on the % scale 0 is the no-effect control and ±100 the full control effect; nearly all actives have a fitted effect of over 55% in size
NPC1 promoter act: activates the NPC1 promoter | Huh7 NPC1 promoter luciferase reporter, 24 h | Potency, µM (highest dose often 9.22 µM), without a hit: at the highest dose activation, actives largely listed as activators | 320,000 tested, 2.4% active | AID 485313;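 further: % of control where 0% means no effect; nearly all actives have a fitted effect of over 60% in size; reporter is driven by a mutant NPC1 promoter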
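NPC1 promoter–luciferase Huh7 cells; 24 h compound; luminescence.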
An asterisk follows results filed as active; ? = inconclusive; . = not tested or not shown; [ ] = dose if it differs, or a comment. Unless noted, the call rests on the fitted dose curve; in most records, active means well fitted curve in the direction sought with a large enough effect; inconclusive means small, poorly fitted or top-dose-only effect, or another doubt; inactive means no such curve, though single readings can be large; an effect the other way counts as inactive or inconclusive. Potency means the concentration at half of the fitted maximal effect. Some of the compounds tested. The share of hits here may be higher or lower than overall.

Fields: MBNL1-CUG inh, Rab9 prom act, ELG1 genotox, VP16 counter, BRCA1 expr act, FLuc counter, RORgamma inh, p53 reactivator, MLL CXXC-DNA inh, uPA surface inh, NPC1 promoter act
COC(=O)c1ccccc1NC(=O)c1cccc(NC(=O)c2ccc(Br)o2)c1C
    6%, 3%, -6%, -16%, -6%, 4%, -2%, 5%, 5%, -12%, -4%
Cc1ccc(Cn2cc(CCC(=O)O)c3ccccc32)cc1
    -1%, -4%, -7%, -3%, -1%, 6%, 36%, -5%, -4%, -4%, -3%
CCOc1ccc(N(CC(=O)NCC2CCCO2)C(=O)CCC(=O)Nc2ccccn2)cc1 (configuration not stated)
    1%, 0%, 1%, -2%, -12%, 2%, 18%, -7%, 3%, -4%, 7%
CC(=O)Nc1ccc(C(=O)n2cnc3cc(C)c(C)cc32)cc1
    3%, 2%, 2%, -5%, 1%, -10%, 19%, -3%, -5%, -5%, 1%
CCCc1nnc(NC(=O)CCC(=O)NC2CCCCCC2)s1
    -5%, 6%, 1%, 10%, 5%, 0%, -18%, 3%, -10%, -3%, -5%
C=CCSc1nc(N)c(C(=O)Nc2ccccc2C)cc1C(N)=O
    1%, -2%, -4%, -1%, -22%, -17%, 22%, -11%, -7%, -5%, -3%
COc1ccc([N+](=O)[O-])cc1NC(=O)CN(C)S(=O)(=O)c1ccccc1
    ?, -4%, -7%, -2%, 8%, 3%, 15%, -3%, 24%, 3%, 2%
O=C(O)C1CCCN(S(=O)(=O)Cc2ccccc2)C1 (configuration not stated)
    -3%, -4%, -1%, 1%, -14%, 1%, -10%, -2%, -2%, 12%, 1%
CCOC(=O)C(NC(=O)c1cccc(Cl)c1)(OCc1ccc(F)cc1)C(F)(F)F (configuration not stated)
    -24%, 2%, -3%, 20µM*, -31%, -2%, ?, 13%, -3%, -13%, 0%
CCc1c(C)[nH]c2ccccc2c1=O
    -7%, -2%, 0%, ?, 7%, -1%, -14%, -4%, -3%, -8%, 1%
Cc1c(Cl)ccc2c(C(=O)O)cc(-c3ccccc3)nc12
    5%, -4%, -7%, ?, -28%, -19%, 34%, -2%, -3%, 12%, 12%
Cc1ccc(C)c(S(=O)(=O)N2CC(=O)N(CCc3ccccc3)C(=O)C2)c1
    -8%, -8%, 0%, -5%, -24%, -1%, ?, -6%, 2%, -2%, 2%
O=C(CCc1nc(-c2ccccc2)no1)NCc1cccnc1
    -3%, -1%, 4%, -10%, 1%, 0%, -13%, -3%, -1%, ., 0%
Cc1cccc(C)c1NC(=O)CS(=O)CC(=O)Nc1ccc(N2CCOCC2)cc1 (configuration not stated)
    -1%, 5%, 3%, 1%, -14%, -1%, -1%, 6%, 1%, 2%, 1%
COc1cc(OC)cc(-c2cc(NC(C)=O)n[nH]2)c1
    -10%, -2%, 10%, -11%, -1%, ?, -6%, 5%, 8%, 10%, 2%
O=C(COC(=O)c1ccncc1)Nc1cc(Cl)c(Cl)cc1Cl
    -1%, 3%, 5%, 7%, ., 2%, 19%, 2%, -3%, ., 2%
NCC1CC2c3ccccc3C1c1ccccc12 (configuration not stated)
    -1%, -2%[1.84 µM], -4%, -1%, -31%, -1%, 2%, -7%, -3%, -4%, 1%
CC(=O)NCCNC(=O)C1CCCCN1S(=O)(=O)c1ccccc1 (configuration not stated)
    6%, 6%, -4%, -6%, 0%, 0%, -3%, 5%, 13%, -4%, -1%
O=C(COc1ccc(Cl)cc1Cl)Nc1c(-c2cccs2)nc2ccccn12
    10%, 1%, 1%, -9%, -2%, 7%, -19%, 14%, -5%, -5%, -5%
CCOc1ccc(N(CC(=O)Nc2cccc(C)c2)S(C)(=O)=O)cc1
    -1%, ?, 17%, 7%, ?, ?, ?, 4%, -16%, 0%, ?
COC(=O)c1ccc(CSc2nc3ccccc3c(=O)n2-c2ccc(OC)c(OC)c2)o1
    9%, -2%, -3%, -1%, -5%, 0%, 0%, -15%, 11%, 9%, -1%
O=C(CN1CCN(C/C=C/c2ccccc2)CC1)Nc1ccccc1C(=O)NC1CC1
    -14%, 0%, -7%, 2%, -8%, 1%, 11%, -2%, -2%, 8%, -2%
COc1ccc(Cl)cc1NC(=O)c1cc(-c2ccco2)on1
    47%[activator], -1%, 5%, -5%, -75%, 3%, -1%, 2%, 0%, -6%, 18%
CCCOC(=O)Cn1c(=O)c2cc3c(=O)n(CC(=O)OCCC)c(=O)c3cc2c1=O
    ?, 0%, -2%, -1%, -21%, 1%, -7%, 4%, 8%, 4%, 0%
O=c1oc2ccccc2nc1/C=C(O)/C=C/c1ccc(F)cc1
    -15%, -2%, 15%, -67%, -45%, ?, ?, ?, 23%, -8%, -3%
CC(=O)Nc1ccc(NC(=O)CCNC(=O)c2ccccc2Cl)cc1
    -3%, -9%, -4%, 2%, 0%, 4%, 3%, 0%, 6%, 4%, -1%
CNC(=O)COc1ccc(S(=O)(=O)N2CCCC2)cc1
    -2%, 0%, 5%, -5%, 20%, 0%, 17%, -17%, -3%, 6%, -1%
C=CCN(C(=O)c1csnn1)C(C(=O)NCc1ccccc1)c1cccs1 (configuration not stated)
    5%, -1%, -4%, -18%, 0%, 1%, -4%, -1%, 5%, -4%, 1%
COC(=O)/C(=C/c1ccc(F)cc1)NC(C)=O
    1%, 2%, -1%, -10%, -2%, 0%, -66%, -11%, -4%, 3%, -4%
COCc1nnc(NC(=O)c2cc3ccccc3o2)s1
    2%, ?, ?, -9%, 6.3µM*, 19µM*, -5%, 25%, -2%, -1%, ?
Cc1nnc(SCC(=O)c2ccc(S(=O)(=O)N3CCOCC3)cc2)n1-c1ccccc1
    3%, 4%, 1%, 6%, 3%, -1%, 28%, 14%, -3%, 2%, -6%
CCOCCCNC(=O)c1c[nH]c2c(CC)cccc2c1=O
    -7%, 2%, 0%, 9%, -5%, -6%, 16%, -1%, -13%, 5%, -2%
Cn1c(=O)oc2cc(S(=O)(=O)NC3CCCCC3)ccc21
    0%, -1%, 4%, -8%, -5%, 0%, -20%, -3%, -1%, 3%, -3%
Cc1ccc(S(=O)(=O)NN2C(=O)c3ccccc3NC2c2ccccc2F)cc1 (configuration not stated)
    -3%, -1%, -6%, -1%, -15%, 2%, -3%, -2%, 6%, -9%, 1%
COc1ccccc1N(CC(=O)N(CC(C)C)CC(C)C)S(=O)(=O)c1cccs1
    1%, -3%, -7%, -12%, -12%, -4%, -5%, -3%, 2%, 20%, -3%
CCCCCCC1CC(=O)NC(=O)N1 (configuration not stated)
    ., -1%, 0%, -1%, -10%, -1%, -18%, -2%, -5%, -4%, 3%
COc1ccc(Cn2c(=O)[nH]c3cc(C(=O)NCCCN4CCCC4=O)ccc3c2=O)cc1
    ?, 3%, -1%, 4%, -23%, 7%, 20%, -4%, 1%, 1%, 1%
COc1ccccc1C(=O)COC(=O)c1cccc(S(=O)(=O)N2CCCC2)c1
    -1%, -3%, -1%, -3%, -4%, ?, 6%, -13%, -5%, 0%, -5%

Part of the list above in order of number of heavy atoms, highest first.
Fields: MBNL1-CUG inh, Rab9 prom act, ELG1 genotox, VP16 counter, BRCA1 expr act, FLuc counter, RORgamma inh, p53 reactivator, MLL CXXC-DNA inh, uPA surface inh, NPC1 promoter act
Cc1nnc(SCC(=O)c2ccc(S(=O)(=O)N3CCOCC3)cc2)n1-c1ccccc1
    3%, 4%, 1%, 6%, 3%, -1%, 28%, 14%, -3%, 2%, -6%
COc1ccccc1N(CC(=O)N(CC(C)C)CC(C)C)S(=O)(=O)c1cccs1
    1%, -3%, -7%, -12%, -12%, -4%, -5%, -3%, 2%, 20%, -3%
COc1ccccc1C(=O)COC(=O)c1cccc(S(=O)(=O)N2CCCC2)c1
    -1%, -3%, -1%, -3%, -4%, ?, 6%, -13%, -5%, 0%, -5%
CCOCCCNC(=O)c1c[nH]c2c(CC)cccc2c1=O
    -7%, 2%, 0%, 9%, -5%, -6%, 16%, -1%, -13%, 5%, -2%
COCc1nnc(NC(=O)c2cc3ccccc3o2)s1
    2%, ?, ?, -9%, 6.3µM*, 19µM*, -5%, 25%, -2%, -1%, ?
COC(=O)/C(=C/c1ccc(F)cc1)NC(C)=O
    1%, 2%, -1%, -10%, -2%, 0%, -66%, -11%, -4%, 3%, -4%
CCCCCCC1CC(=O)NC(=O)N1 (configuration not stated)
    ., -1%, 0%, -1%, -10%, -1%, -18%, -2%, -5%, -4%, 3%
